# GSK3B inh = inhibitors of human GSK3beta kinase; P49841; GST-GSK3beta kinase, ADP-Glo luminescence, 60 min; stronger effect = lower value; activity score (negative = inhibition), % at 10 µM; 0.038% of 300,000 active; AID 2097;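 active = more than half of replicate wells score below -50%, meaning over 50% inhibition versus plate controls; inconclusive = some replicates but at most half score below -50%; inactive = no replicate scores below -50%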;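 note: 0% = median DMSO wells and -100% = median GW8510 positive control wells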
# Target sequence (P49841 whole entry, looked up): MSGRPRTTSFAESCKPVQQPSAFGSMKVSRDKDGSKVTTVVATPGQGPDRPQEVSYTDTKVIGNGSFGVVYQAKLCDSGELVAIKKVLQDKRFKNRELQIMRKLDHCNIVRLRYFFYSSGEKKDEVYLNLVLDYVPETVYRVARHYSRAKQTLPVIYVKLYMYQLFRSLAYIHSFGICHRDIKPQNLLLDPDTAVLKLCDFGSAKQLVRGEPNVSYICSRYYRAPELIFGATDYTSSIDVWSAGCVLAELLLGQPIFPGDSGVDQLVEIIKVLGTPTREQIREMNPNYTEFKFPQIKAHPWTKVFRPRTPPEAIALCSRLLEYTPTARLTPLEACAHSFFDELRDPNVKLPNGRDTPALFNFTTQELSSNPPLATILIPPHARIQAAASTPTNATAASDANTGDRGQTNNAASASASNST
#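 Test system: GST-tagged human GSK3beta kinase, cell-free; evaluation: activity score scaled between in-plate DMSO and GW8510 controls; measured by: ADP-Glo luminescence; incubation: 60 min reaction, RT; benchmarks: DMSO and 20 µM GW8510; reagent: peptide substrate plus 25 µM ATP (final); medium: Tris/MgCl2 kinase buffer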
# PolyA inh = inhibitors of polyadenylation in S. cerevisiae | calls only at 12 µM | 0.02% of 300,000 active | S. cerevisiae SKY197-pL101 polyadenylation reporter, beta-gal luminescence; efflux-impaired pdr1/pdr3 knockout yeast; score 100 = 6 SD above DMSO;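 active = lowest replicate activity score at least 50, where 100 means six control SD above control mean; inconclusive = lowest score under 50 but half or more replicates reach 50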;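 note: yeast exposed to compound for 9 h at 30 °C; higher score means more reporter readthrough which indicates perturbed polyadenylation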
# GSK3A inh = blocks human GSK-3 alpha kinase; P49840; ADP-Glo luminescence, 60 min; inhibition, % at 10 µM; 0.1% of 320,000 active; AID 2650;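 in the data active = inhibition above about 50%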;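 note: GST-tagged GSK-3 alpha with peptide substrate and 25 µM ATP; 0% = DMSO neutral wells and 100% = GW8510 positive control wells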
# Target sequence (P49840 whole entry, looked up): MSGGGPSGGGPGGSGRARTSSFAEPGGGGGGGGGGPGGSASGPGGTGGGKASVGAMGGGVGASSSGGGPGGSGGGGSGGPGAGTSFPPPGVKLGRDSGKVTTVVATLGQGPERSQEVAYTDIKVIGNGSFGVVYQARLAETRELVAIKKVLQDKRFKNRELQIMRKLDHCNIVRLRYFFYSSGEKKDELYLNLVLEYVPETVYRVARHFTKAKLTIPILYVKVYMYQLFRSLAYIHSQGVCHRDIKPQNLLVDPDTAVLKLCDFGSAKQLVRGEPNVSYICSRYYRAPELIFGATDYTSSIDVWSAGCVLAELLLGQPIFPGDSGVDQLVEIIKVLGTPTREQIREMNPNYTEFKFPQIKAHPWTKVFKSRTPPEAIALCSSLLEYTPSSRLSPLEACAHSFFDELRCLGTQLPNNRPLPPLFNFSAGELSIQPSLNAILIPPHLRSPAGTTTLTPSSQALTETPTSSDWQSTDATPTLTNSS
# AI-2 QS mod = modulators of Vibrio harveyi AI-2 quorum sensing system. activity change, % at 7.5 µM. AID 2094. Vibrio harveyi JMH597 AI-2 luminescence/OD600 ratio, 9 h; stronger effect = lower value; strain lacks LuxN and CqsS sensors; 0 = neutral-control median. 0.4% of 300,000 active; in the data active = activity change below about -75%, passing the limit was not always enough; inconclusive = no clear call, values can overlap the other calls;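 note: luminescence divided by OD600 gain over 9 h not by final OD600 alone; inactives centre near 13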
# aSyn 5UTR inh = 5' untranslated region of α-synuclein, MLPCN primary screen; 0.82% of 300,000 active; inhibition, % (tested at 7.5 µM); AID 1813; alpha-synuclein 5'UTR reporter, inhibitor activity; in the data active = inhibition above about 60%; inconclusive = no clear call, values can overlap the other calls;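 note: H4 neuroglioblastoma cells stably carrying SNCA 5'UTR luciferase fusion; 0% = DMSO wells and 100% = positive control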
# HSF1 activator = increases HSF-1 driven luciferase reporter signal; NIH3T3-HGL HSF-1 luciferase reporter, MG132, 8 h; 100% = twice DMSO control signal; activation, % at 9 µM; 1.7% of 300,000 active; AID 504408;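 active = mean replicate activation of at least 50% with a set share of replicates each reaching 50%; inconclusive = only one of those two conditions met; inactive = mean below 50% and too few replicates reaching it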;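 note: 0% = median of the neutral control wells and 100% = twice that signal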
# IEC-6 cytotox = counter-screen for KLF5 inhibitors: cytotoxicity in IEC-6 cells; AID 1825; IEC-6 cytotoxicity, luminescence viability; inhibition, % at 5 µM; 0.78% of 290,000 active; in the data active = inhibition above about 22%;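 note: 0% = plate median of test compound wells and 100% = cytotoxic reference compound wells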
# HSF1 inhib = HSF1 inhibition; NIH3T3-HGL HSE-luciferase, MG132-induced, luminescence 8 h; stronger effect = lower value; activity change, negative = inhibition, % at 7.5 µM (by protocol); 0.77% of 300,000 active; AID 2098;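 active = more than half of replicate wells show activity change below -50%, luminescence cut by over half; inconclusive = some wells, but at most half, below -50%; inactive = no replicate well below -50%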;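 note: luciferase reports HSF-1 transcriptional activity via heat shock element; 0% = median of DMSO wells and -100% = zero luminescence signal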
# KLF5 inh = suppresses KLF5 promoter-driven expression; DLD-1 KLF5 promoter-luciferase reporter, luminescence; inhibition, % at 5 µM; 0.23% of 290,000 active; AID 1700;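 active = inhibition above a per-plate limit of that plate's mean compound inhibition plus 3 SD, cut at about 60% in these data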;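 note: 0% = DMSO wells and 100% = LY294002 at 200 µM; higher means less KLF5 promoter-driven luciferase light; inactives centre near -14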
# HSP90 refold inh = blocks HSP90-mediated luciferase refolding in reticulocyte lysate. inhibition, % at 5.6 µM. Rabbit reticulocyte lysate, luciferase refolding luminescence, 3 h. AID 1789. 0.91% of 290,000 active;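 active = inhibition above the screen-wide mean plus 3 SD, computed separately per campaign, cut at about 16% in these data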;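 note: 0% = DMSO wells and 100% = 60 µM geldanamycin wells; inhibitors lower the luminescence because luciferase stays unfolded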
# The depositor's hits bear a star; i = inactive; ? = inconclusive; nt = not tested or not shown.
SMILES,GSK3B inh,PolyA inh,GSK3A inh,AI-2 QS mod,aSyn 5UTR inh,HSF1 activator,IEC-6 cytotox,HSF1 inhib,KLF5 inh,HSP90 refold inh
CC1CC(C)CN(C(=O)Cn2nnc(-c3ccc(Br)cc3)n2)C1 (centres undefined),0,i,-3,-12,5,14,2,-2,-13,5
COc1ccc(N2C=C3C(=O)C(C)(OC(=O)CCc4ccccc4)C(=O)C=C3C=C2c2ccc(C#N)cc2)cc1 (centres undefined),1,i,nt,43,24,6,nt,-2,nt,nt
CNC(=O)N(O)C1N(/N=C/c2cccs2)C(=S)SC1(C)C (centres undefined),2,i,-2,12,1,3,-1,2,16,-2
CC(C)c1ccc(N(CC(=O)NCc2ccco2)C(=O)CCC(=O)Nc2nccs2)cc1,nt,i,-3,nt,19,10,0,11,-3,-4
O=c1oc2ccccc2c(Nc2ccc3ccccc3c2)c1[N+](=O)[O-],-4,i,0,17,-94,-15,8,-8,-25,2
C=CCN(C(=O)c1cccc(N2C(=O)C3CC=CC(C)C3C2=O)c1)c1ccccc1 (centres undefined),5,i,-1,18,-1,-6,-9,-1,-19,-1
O=C(Nc1cccc(Cl)c1)N1CCc2ccccc2C1,4,i,-1,-9,-185,40,-4,12,-164,-3
CC(=O)c1ccc(N2CCN(C(=O)c3ccc(Cl)c(NC4=NC5CS(=O)(=O)CC5S4)c3)CC2)cc1 (centres undefined),-2,i,1,14,-3,5,-4,0,-27,1
O=C(OCC(=O)c1ccc[nH]1)c1ccc(S(=O)(=O)N2CCCCC2)cc1,0,i,nt,20,2,-5,-1,-2,21,7
O=C(c1ccc(C(F)(F)F)cc1)C1CCCN(C(=O)c2csnn2)C1 (centres undefined),-3,i,-1,-14,-3,-14,-1,-3,-11,0
CC(C)c1ccc(NC(=O)C2C3C=CC(CC3)C2C(=O)O)cc1 (centres undefined),-2,i,-1,5,nt,nt,nt,nt,nt,nt
Cc1nc(-c2ccccn2)sc1C(=O)O,-4,i,2,11,10,-5,0,6,-8,-1
Cn1c([N+](=O)[O-])cnc1COC(N)=O,5,i,-2,11,0,4,3,10,3,-2
O=C(/C=C/c1ccc([N+](=O)[O-])cc1)OCC(=O)N1c2ccccc2Sc2ccccc21,2,i,-2,12,-9,7,3,-4,-11,-3
C=CCNC(=O)c1sccc1Oc1ccc(F)cc1[N+](=O)[O-],2,i,5,3,-17,21,-6,6,15,1
CC1(C)CCCN(C(=O)N2c3ccccc3Sc3ccccc32)C1,0,i,3,26,9,-48,-1,-32,13,0
Cc1cc(C)n(CCNC(=O)CC2C(=O)NCCN2Cc2ccccc2C(F)(F)F)n1 (centres undefined),0,i,-2,8,12,-5,5,-2,19,-1
CC(C)(C)c1ccc(C(=O)NCc2ccco2)cc1,-1,i,0,24,-180,-17,nt,-7,nt,nt
O=C(O)/C=C/c1ccc(S(=O)(=O)N2CCN(CCN3C(=O)C4C5C=CC(C5)C4C3=O)CC2)cc1 (centres undefined),-2,i,0,14,-5,0,-9,6,-4,-1
Cc1ccc(S(=O)(=O)N2CCC(C(=O)OCC(=O)N(Cc3ccccc3)C(C)(C)C)CC2)cc1C,1,i,nt,3,-4,15,nt,5,nt,nt
CCC[N+](C)(C)C(C)C(OC(C)=O)c1ccccc1 (centres undefined),0,i,-2,11,-25,3,7,-3,-14,2
Cc1ccc(NS(=O)(=O)c2cc(C(=O)Nc3cccnc3)ccc2C)cc1,-2,i,-1,23,-16,7,-7,2,-14,-4
CN(C)c1ccc(S(=O)(=O)NCC(=O)NCCOc2ccccc2F)cc1[N+](=O)[O-],-2,i,-1,29,9,4,nt,5,nt,nt
Oc1ccc(-c2nncn2-c2ccccc2)cc1,-47,i,54*,15,18,-18,0,0,-14,2
CCc1nc(SCc2ccc(Br)cc2)n[nH]1,3,i,-2,3,-88,?,-4,25,-58,3
O=C(C1CCN(c2nnc(-n3cccc3)s2)CC1)N1CCN(c2cccc(C(F)(F)F)c2)CC1,-1,i,-1,18,13,3,-4,-1,11,-2
CSc1nc2ncc3c(n2n1)CC(C)(C)CC3=O,2,i,0,6,10,-6,-4,1,-14,-4
COc1ccc(NC(=S)Nc2ccc(OC)cc2OC)c(OC)c1,-2,i,-4,7,10,0,7,0,-39,-4
CN1C(=O)N(C)c2cccc3cccc1c23,-2,i,-1,16,-5,3,1,-2,-45,0
Cc1ccc(NC(=O)N2CCCC2C(=O)NCc2cccs2)cc1 (centres undefined),-2,i,-1,16,-4,-6,-2,-7,-14,0
O=C(Nc1cccc(-c2nc3ccccc3[nH]2)c1)c1cccc(NC(=O)c2ccco2)c1,1,i,0,-3,-22,-15,12,-13,-10,3
O=c1c(/C=N/O)coc2ccc3ccccc3c12,-3,i,0,17,nt,nt,3,nt,-40,1
Cc1nn(-c2ccccc2)c(C)c1C(=O)NCCc1ccccc1,-4,i,2,47,-82,44,4,13,-58,-2
O=C(Nc1c2c(nn1-c1ccc(F)cc1)CS(=O)C2)c1ccco1 (centres undefined),1,i,1,34,-13,-4,-6,-4,-27,-5
Cc1cc(NS(=O)(=O)c2ccc(Nc3nc(-c4ccc(O)cc4)cs3)cc2)no1,-1,i,27,19,3,-46,4,-34,0,0
O=C(O)c1oc2ccc(Br)cc2c1-n1cccc1,3,i,20,-11,11,1,-9,1,-10,-2
COc1ccc(CNC(=O)C2CCN(S(=O)(=O)c3ccc4nc5c(c(C(=O)O)c4c3)CC(C)CC5)CC2)cc1 (centres undefined),-2,i,0,24,8,38,7,18,-52,3
CCc1ccc(CNC(=O)C2CCN(S(=O)(=O)N3CCCC3)CC2)cc1,3,i,-10,27,14,2,-3,-2,-8,-3
COc1ccc(N2C(=O)CC(Cc3ccccc3)C2=O)cc1 (centres undefined),0,nt,0,6,0,9,2,4,10,1
CC1(C)Cc2cccc(OCC(=O)O)c2O1,3,i,-2,5,9,-1,-1,-2,-5,3
Cn1nccc1-c1cc(Cl)cc(Cl)c1O,-1,i,-1,23,-11,5,10,-6,-1,5
COc1cccc(C(=O)Nc2sc3c(c2C(=O)O)CCCC3)c1,1,i,-5,4,9,3,-4,1,55,-4
CCOCCCNC(=O)C(NC(=O)c1cnccn1)c1ccc(OC)cc1 (centres undefined),2,i,-3,34,-5,1,2,3,-37,7
CCOc1ccccc1NC(=O)C1CCN(C(=O)NCc2ccccc2)CC1,0,i,-1,12,22,7,-3,4,-22,0
Cc1ccc(NC(=S)N(CCCN2CCCC2)Cc2cccn2Cc2ccc(Cl)cc2)cc1C,4,i,1,10,45,28,4,7,3,2
O=C(O)c1ccc(N/N=C/C2=Cc3ccccc3OC2)cc1,2,i,-2,-91*,-136,36,5,15,-103,16
Oc1ccc(/C=N/Nc2ccnc3cc(Cl)ccc23)c(O)c1,-1,i,-3,-3,-227,100*,2,81,-72,-1
O=C1NC(=S)/C(=C\c2ccc(-c3ccccc3Cl)o2)S1,3,i,-5,1,-56,19,-12,-1,-19,-3
Brc1ccc(-c2nc(N/N=C/c3cccnc3)c3ccccc3n2)cc1,-1,i,0,-5,-92,0,4,-1,-72,1
CC1(C)Cc2c(sc(NC(=O)C(=O)N3CCCCC3)c2C(=O)O)CO1,1,i,-2,34,-7,7,-8,-6,-26,-4
# New compounds follow
SMILES,GSK3B inh,PolyA inh,GSK3A inh,AI-2 QS mod,aSyn 5UTR inh,HSF1 activator,IEC-6 cytotox,HSF1 inhib,KLF5 inh,HSP90 refold inh
O=C(CN1CCN(c2ccc(F)cc2)CC1)Nc1ccc(S(=O)(=O)N2CCOCC2)cc1,-1,i,-2,8,-11,-6,4,-1,-12,0
CN(C)S(=O)(=O)c1c(Cl)cccc1Cl,2,nt,1,5,21,-41,-7,-38,-8,2
C=CCOc1ccc(CN(C)C(=O)C2CCCO2)cc1 (centres undefined),-13,i,-5,29,-17,-7,-5,-13,-25,-3
O=C(CN1CCN(c2ccccc2)CC1)Nc1ccc(F)cc1,1,i,-4,-2,0,-11,6,-2,-18,-1
O=C(Nc1cccnc1)c1c(O)c2cccc3c2n(c1=O)CC3,-4,i,-2,12,-41,-11,6,-5,-5,4
Cc1ccccc1CS(=O)(=O)Cc1ccc(C(=O)NCc2cccnc2)o1,-3,i,-2,-8,0,-12,-6,-4,-17,-4
C=CCn1c(CCC(=O)O)ccc1-c1ccccc1,-2,i,-2,20,-6,30,-6,7,0,1
Cc1nnc(N/N=C/c2ccccn2)[nH]c1=O,0,i,-4,-30,117*,-18,-4,-10,3,-3
COCCN1C(=O)c2oc3c(C)cc(C)cc3c(=O)c2C1c1cccc(O)c1 (centres undefined),-1,i,0,23,1,-7,-6,-3,3,-1
COc1cccc(OC)c1C(=O)OCC(=O)/C(C#N)=C(\C)N,1,i,1,11,20,4,0,-2,-19,0
CNC(=O)COC(=O)c1ccc(NS(=O)(=O)c2ccc3c(c2)OCCO3)cc1,-2,i,0,-3,-12,-12,1,-9,-3,0
O=C(CSc1nc2ccccc2c(=O)n1NC(=O)c1ccccc1)c1ccc(Cl)cc1,4,nt,-2,15,-60,21,5,0,-145,24*
Oc1ccc(Br)cc1-c1nc2cnccn2c1NC1CCCC1,-5,i,15,23,26,-9,3,-7,-17,2
CSCCNC(=O)c1ccc2nc(C3CCCCC3)oc2c1,1,i,-1,7,-67,-9,3,5,-70,-3
Cc1cccc(-n2[nH]c3c4c(ccc3c2=O)C(=O)c2ccccc2C4=O)c1,3,i,-3,10,-62,29,9,26,-19,0
Cc1cc(C)c(C(=O)NCCCN2CCOCC2)c(C)c1,1,i,1,-2,-3,2,-6,-3,-27,2
CCSc1nc(N2CCOCC2)c2ccccc2n1,3,i,-3,29,41,-7,1,1,-11,0
CC(C)(C)NS(=O)(=O)c1cccc2nsnc12,1,i,nt,21,13,-4,0,-4,-13,-2
O=C(COC(=O)CCc1ccc(S(=O)(=O)N2CCCCC2)cc1)Nc1cccc2ccccc12,3,i,0,8,-21,16,-9,-4,0,7
CCOC(=O)C1CCN(C(=O)C(=O)N2CCC(C(=O)OCC)CC2)CC1,-2,i,-1,34,-9,11,-4,1,0,1
Cc1ccc(S(=O)(=O)N(CC(=O)NCc2ccccc2)C(=O)N2CCN(C)CC2)cc1,2,i,nt,28,-1,10,nt,4,nt,nt
CC(=O)NC1CCN(CC(=O)Nc2nccs2)CC1,1,i,1,2,-1,15,-3,1,-31,3
Cc1cc2oc(=O)cc(CSc3nnc(-c4cccs4)o3)c2cc1C(C)C,0,i,1,25,16,25,5,2,-6,-3
CC(C)c1ccc(/C=N/NC(=O)c2cccc(S(=O)(=O)N3CCOCC3)c2)cc1,-1,i,1,13,22,2,3,-6,-4,-1

# Bioassay records deposited in PubChem BioAssay by several laboratories.

# This is a subset; the hit share may differ from the screen's.
